# Source: PubChem BioAssay
# hcGAS inh: Primary biochemical luminescence assay for human cyclic GMP-AMP synthase inhibitors; recombinant h-cGAS, ATP depletion, Kinase-Glo luminescence; Q8N884; inhibition, % at 12.5 µM; AID 1259398, 2018; 290,000 tested, 0.081% active;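 also: 0% = vehicle reaction and 100% = reaction without DNA for no activity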
# Target sequence (Q8N884 whole entry, looked up): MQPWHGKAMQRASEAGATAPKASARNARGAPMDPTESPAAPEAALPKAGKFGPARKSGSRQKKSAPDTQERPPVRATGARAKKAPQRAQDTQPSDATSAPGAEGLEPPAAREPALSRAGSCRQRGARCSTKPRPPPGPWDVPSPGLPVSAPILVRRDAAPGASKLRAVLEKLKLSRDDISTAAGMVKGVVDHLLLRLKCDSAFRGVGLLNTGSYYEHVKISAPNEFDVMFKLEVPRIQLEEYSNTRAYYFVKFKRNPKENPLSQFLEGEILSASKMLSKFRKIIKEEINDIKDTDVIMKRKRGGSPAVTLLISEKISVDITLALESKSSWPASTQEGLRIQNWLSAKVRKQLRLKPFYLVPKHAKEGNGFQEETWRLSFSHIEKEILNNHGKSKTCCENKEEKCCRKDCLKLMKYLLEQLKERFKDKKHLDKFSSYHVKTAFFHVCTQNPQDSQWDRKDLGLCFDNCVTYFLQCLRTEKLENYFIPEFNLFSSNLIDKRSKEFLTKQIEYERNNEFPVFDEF
# mcGAS inh: cyclic GMP-AMP synthase inhibitors, mouse, primary biochemical chemiluminescence; Q8C6L5; recombinant cGAS, Kinase-Glo ATP depletion luminescence; inhibition, % at 12.5 µM; 160,000 tested, 0.15% active; AID 1259399, 2018;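 also: 0% = negative control wells and 100% = reference inhibitor with no enzyme activity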
# NPYLR7 agonist: agonists of mosquito NPYLR7 receptor, primary screen, cell-based, Aedes aegypti, calcium fluorescence, mosquito biting behavior; Aedes aegypti neuropeptide Y-like receptor 7 (NPYLR7); HEK293T NPYLR7/Galpha15, GCaMP6s calcium fluorescence; activation, % at 10 µM; 270,000 tested, 0.15% active; AID 1259423, 2018; in the data active = activation above about 40%;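 also: 0% = vehicle and 100% = reference agonist at the receptor; some compounds past the cut are filed as inactive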
# Active calls of the source: *; . = no result given; & = joins results of further samples. Rule as the data show it, unless noted: active = inhibition above about 40%; inactive = the rest.
SMILES,hcGAS inh,mcGAS inh,NPYLR7 agonist
CCC(C)c1ccc(S(=O)(=O)Nc2cc(C(N)=O)c(F)cc2F)cc1 (stereo unspecified),-4.1,.,-4.7
CCC(C(=O)N1CCN(C(c2ccccc2)c2ccc(C)cc2)CC1)c1ccccc1 (stereo unspecified),-1.5,-5.2,1.3
NC(=O)C1CCN(c2nc3ccsc3c(=O)s2)CC1,0.7,.,-0.2
COc1cccc(N2C(=O)CSC2c2ccc(NC(=O)C3CC3)cc2)c1 (stereo unspecified),-1.0,0.7,-2.0
Cn1cc(OCc2ccccc2)c(=O)cc1C(=O)NCc1ccccc1Cl,-9.7,.,4.8
O=c1c2cnn(C3CCS(=O)(=O)C3)c2ncn1CCc1ccccc1 (stereo unspecified),-10.6,.,7.4
CC1CCC(NC(=O)c2sccc2-n2cccc2)CC1 (stereo unspecified),-13.8,.,1.9
CCOc1ccccc1-c1cncc2ccccc12,-4.2,.,0.2
COC(=O)c1ccc2c(=O)n(-c3cccc(OC)c3)c(N(Cc3ccco3)C3CCCC3)nc2c1,-1.6,-3.0,11.5
CC(C)c1ncc(S(=O)(=O)N(Cc2ccccc2)CC(F)F)[nH]1,-7.5,.,4.1
CCCCN(Cc1ccc(OS(C)(=O)=O)cc1)C(=O)Nc1ccc(Br)cc1,-10.8,-5.4,.
O=C(C1CCCC1)N(Cc1cccc(C(F)(F)F)c1)CC1CC(c2ccc(Cl)cc2)=NO1 (stereo unspecified),2.3,0.1,-12.5
COc1ccc(-c2cc(N3CCN(c4cccc(C(F)(F)F)c4)CC3)n3ncnc3n2)cc1,-4.1,-4.4,14.0
O=C(NCCc1ccccc1F)C1CC=CCC1C(=O)N1CCc2ccccc2C1 (stereo unspecified),-6.6,-3.8,-8.3
CC(C)c1ccc(NC(=O)c2ccc(-n3nc(-c4ccc(Cl)c(Cl)c4)cc3N)cc2)cc1,-8.3,-5.4,-0.7
COCCCn1c(C)c(C)n2c3c(=O)n(CC(C)=O)c(=O)n(C)c3nc12,-2.7,.,1.5
Cc1nc(Cn2c(C)c(C)sc2=O)sc1C,-8.1,-15.2,3.2
Cc1cc(SCc2ccccc2)nc(=O)[nH]1,-7.4,-8.1,-0.9
CNC(=O)c1ccc(NC(=O)NC2(c3cccc(Cl)c3)CC2)cc1,0.7,.,-4.3
Cn1cc(Cl)c(C(=O)Nc2c(Cl)cccc2Cl)n1,1.0,0.9,-0.7
CCOc1ccccc1C(=O)N(CN1CCCC1=O)c1cccc(C(F)(F)F)c1,-2.8,-4.6,-3.6
COC(=O)CN1CCN(Cc2cn[nH]c2-c2ccc(F)cc2)C(C)C1=O (stereo unspecified),-13.5,-13.4,.
O=C(NC1CC1)C1CCCN(c2ccc(-c3ccccc3)nn2)C1 (stereo unspecified),-9.9,-10.3,-8.7
CCOC(=O)C(O)(c1ccc(N(CC)C(=O)OC(C)C)cc1)C(F)(F)F (stereo unspecified),-4.5,-6.2,4.8
CC(C)=CC(=O)N1CCC(c2cn(Cc3ccc(C(F)(F)F)cc3)c3ccccc23)CC1,-7.2,-7.6,-0.2
CC(=O)Oc1cccc(/C=C2N=C(/C=C/c3ccc(C)cc3)OC\2=O)c1,-1.5,0.0,-0.6
Cc1nc(Cl)cc(NC(C)c2ccc(Cl)c(Cl)c2)n1 (stereo unspecified),-8.0,-14.0,-3.4
Cc1ccccc1C1c2ccsc2CCN1C(=O)c1cccs1 (stereo unspecified),1.4,-7.9,.
CCN1CCN(c2c(CN(C(=O)CCl)C(C)C)c(C)nn2-c2ccccc2)CC1,0.8,-4.7,16.0
Cc1noc(C)c1CCCNC(=O)c1ccc(-c2ccccc2CO)nc1,0.3,-7.8,-3.8
O=C(NCC1=CCCCC1)C1CCCCC1,2.3,-1.9,.
Cc1cccc(CNCc2c(-c3ccccc3)noc2N2CCCC2)c1,-2.2,.,33.9
CC(C)Nc1ccc(C(=O)NCc2cccc(F)c2)cn1,-1.6,-3.3,4.3
Cc1ccccc1NC(=O)CSCc1c(C)noc1C,-7.7,-5.5,6.8
O=C1C(C(c2ccccc2)N2CCCCC2)Sc2nc(-c3ccco3)nn21 (stereo unspecified),-6.4,-6.1,-1.1
Cc1cc(C(=O)O)ccc1NC(C)c1cc(Cl)ccc1Cl (stereo unspecified),-7.4,-15.7,13.6
COC(=O)c1ccc(C(=O)OCCCc2nc3ccc([N+](=O)[O-])cc3[nH]2)cc1,7.3,.,1.4
COC(=O)CCCCC(=O)N1CCC(c2nc(-c3ccc(C)cc3)no2)CC1,-9.6,-6.2,4.4
CCC/C=C/C(=O)NS(=O)(=O)c1cc(C#N)ccc1C,-3.5,.,1.4
COc1ccc(Cl)c2sc(N(CCN(C)C)C(=O)c3ccno3)nc12,-2.1,.,11.8

# Twelve entries already listed, ordered by count of non-hydrogen atoms, low to high.
SMILES,hcGAS inh,mcGAS inh,NPYLR7 agonist
O=C(NCC1=CCCCC1)C1CCCCC1,2.3,-1.9,.
Cc1nc(Cl)cc(NC(C)c2ccc(Cl)c(Cl)c2)n1 (stereo unspecified),-8.0,-14.0,-3.4
Cc1ccccc1NC(=O)CSCc1c(C)noc1C,-7.7,-5.5,6.8
CC(C)Nc1ccc(C(=O)NCc2cccc(F)c2)cn1,-1.6,-3.3,4.3
Cc1ccccc1C1c2ccsc2CCN1C(=O)c1cccs1 (stereo unspecified),1.4,-7.9,.
O=C(NC1CC1)C1CCCN(c2ccc(-c3ccccc3)nn2)C1 (stereo unspecified),-9.9,-10.3,-8.7
COc1ccc(Cl)c2sc(N(CCN(C)C)C(=O)c3ccno3)nc12,-2.1,.,11.8
COC(=O)CN1CCN(Cc2cn[nH]c2-c2ccc(F)cc2)C(C)C1=O (stereo unspecified),-13.5,-13.4,.
Cc1noc(C)c1CCCNC(=O)c1ccc(-c2ccccc2CO)nc1,0.3,-7.8,-3.8
COC(=O)CCCCC(=O)N1CCC(c2nc(-c3ccc(C)cc3)no2)CC1,-9.6,-6.2,4.4
CCN1CCN(c2c(CN(C(=O)CCl)C(C)C)c(C)nn2-c2ccccc2)CC1,0.8,-4.7,16.0
CC(C)=CC(=O)N1CCC(c2cn(Cc3ccc(C(F)(F)F)cc3)c3ccccc23)CC1,-7.2,-7.6,-0.2

# 2 compounds picked at random from the list so far:
SMILES,hcGAS inh,mcGAS inh,NPYLR7 agonist
O=C(NCC1=CCCCC1)C1CCCCC1,2.3,-1.9,.
CC(C)Nc1ccc(C(=O)NCc2cccc(F)c2)cn1,-1.6,-3.3,4.3

# (list continues)
SMILES,hcGAS inh,mcGAS inh,NPYLR7 agonist
Cc1cccc(Cn2nc(C)cc2NC(=O)c2ccc(=O)[nH]c2)c1,2.3,3.5,2.9
Cc1cccnc1CC(C)N(C)C(=O)c1cc(C)c2nc(N)sc2c1 (stereo unspecified),0.5,.,-4.3
O=C(NC1CCCc2ccccc21)c1cc2n(n1)CCN(Cc1cccc(Cl)c1)C2=O (stereo unspecified),0.4,0.2,-9.6
COc1ccccc1-c1ccnc(-n2ncc(C(=O)NCc3cccc(F)c3)c2C2CC2)n1,2.2,-1.8,-9.6
CCOc1ccnc2c1c(=O)n(CC(=O)NC)c(=O)n2C,-10.8,.,-5.3
Brc1ccc(-c2csc(N3CCCCC3)n2)s1,-4.7,.,10.5
CCCC(=O)OCC(O)CN(CCN1CCOCC1)Cc1cccn1Cc1cccc(F)c1 (stereo unspecified),-0.2,-4.1,8.8
Cc1cc(C)nc(SCC(=O)c2c(-c3ccccc3)cc3ccccn23)n1,-8.7,.,6.5
COc1ccc(N2CC(NC(=O)N3CCC(O)CC3)CC2=O)cc1OC (stereo unspecified),-7.0,-6.9,5.8
CC1CCC2(CC1)NC(=O)N(CN(C)Cc1ccccc1Br)C2=O (stereo unspecified),-9.2&-12.1,.,0.4&7.5
CC(Cl)C(=O)Nc1nnc(SCc2cccc(Cl)c2F)s1 (stereo unspecified),-6.2,-2.8,22.4
O=C(Nc1cccc2c1CCCC2)C(=O)c1ccc(C2CCCCC2)cc1,-4.0,-5.4,-12.8
Cc1ccc(NC(=O)CN2CCc3ccccc32)cc1F,-13.4,.,8.0
O=C1Nc2c(c(=O)[nH]c(=O)n2Cc2ccccc2)C1(O)C(F)(F)F (stereo unspecified),-1.7,.,-7.5
Cc1ccnc(SCc2cc(=O)c(OC(=O)c3ccc([N+](=O)[O-])cc3)co2)n1,3.1,0.7,-14.2
C=CCc1cc(OCC)cc(CN2CCSCC2)c1O,-9.7,.,-2.4
Cc1ccc(Cn2cnc3c(cnn3CCNC(=O)c3cccs3)c2=O)cc1,-5.3,-9.0,-3.0
N#Cc1ccc(CON=Cc2ccc(OC(F)F)cc2)cc1,-4.0,.,6.8
C=CCn1cnc2c1c(=O)n(C)c(=O)n2C,-0.1,-3.7,6.3
CCOc1ccc(N2CCCn3c2nc2c3c(=O)n(CCOC)c(=O)n2C)cc1,-10.2,-7.7,.
O=C(Nc1n[nH]c(Cc2ccccc2)n1)N1CCN(C(=O)c2ccccc2)CC1,-1.1,.,7.6
CCN(CCn1cccn1)C(=O)C1CCN(c2ccccc2)C1=O (stereo unspecified),-0.9,.,2.0
Cc1ccc[n+](C2=C(c3c(C)[nH]n(-c4ccccc4)c3=O)C(=O)N(Cc3ccccc3)C2=O)c1,-13.6,-9.5,-5.2
CCc1cccc2sc(N(Cc3ccncc3)C(=O)c3ccc(C#N)cc3)nc12,-6.8,-7.3,-7.1
O=C(Nc1ccc(-n2cccn2)cc1)C1CCCCN1Cc1ccccc1Cn1cccn1 (stereo unspecified),-3.9,-8.9,5.2
c1ccc2sc(N3CCN(Cc4nc(-c5ccc6c(c5)OCO6)no4)CC3)nc2c1,-8.1,-9.6,2.8
COc1cccc(C2C(=C(O)c3ccc(OC(C)C)cc3)C(=O)C(=O)N2CCN2CCOCC2)c1 (stereo unspecified),-3.3,-2.7,6.4
CC1SC(c2ccc(Cl)c(Cl)c2)N(CCN2CCN(C(=O)c3cccc(F)c3)CC2)C1=O (stereo unspecified),-0.1,-5.9,24.2
CCOc1cccc(CNC)c1OCc1ccc(C)cc1,-9.7,.,18.3
Cc1ccc(-c2nc(CN(Cc3c(C)nn(C)c3C)C(C)C)c(C)o2)s1,0.0,-3.1,-5.4
CCOC(=O)c1cnc(-c2ccc(C(F)(F)F)cc2)nc1NCc1ccc(OC)cc1,-5.1,0.1,7.6
CC(=O)OC(CN1CCOCC1)Cn1c2ccccc2c2ccccc21 (stereo unspecified),-6.1,-6.6,-0.6
CCc1nnsc1C(=O)Nc1cc(Cl)c(OC)c(Cl)c1,-0.8,.,-1.2
O=C(N[C@H](CO)Cc1ccccc1)C1CC1(c1ccccc1)c1ccccc1 (stereo partly specified),-3.4,-4.8,0.0
CCCCOC(=O)C(C)Sc1n[nH]c(=O)[nH]c1=O (stereo unspecified),-2.8,-1.9,6.0
N#CCC(=O)Nc1ccc(C(=O)N2CCN(S(=O)(=O)c3ccc4c(c3)CCC4)CC2)cc1,-7.8,.,7.5
Cc1ccsc1C=c1sc(=C(C#N)C#N)n(C)c1=O,-18.9,.,22.5
O=C(Nc1ccc(-c2ccn[nH]2)cc1)C1CCCN(CCCc2ccccc2)C1 (stereo unspecified),-0.7&-1.4,-7.2,-5.5&18.3
CN1CCCN(CC(=O)NCCN2N=C(c3ccccc3)CCC2=O)CC1,-7.3,-10.9,7.1
CCN1C(=O)C(CC(=O)Nc2ccc(C)cc2C)Nc2cc(S(=O)(=O)N(C)C)ccc21 (stereo unspecified),-5.1,-13.6,0.2
Cc1ncc(CO)c(CO)c1O,-4.2,.,-1.8
O=C(CC1=CCCCC1)NC1CCN(CC2CCOC2)CC1 (stereo unspecified),-18.6,.,5.3
CCC(=O)C1=C(c2ccc([N+](=O)[O-])cc2)N(C(=O)CC)n2c(CC)nnc2S1,-12.0,.,4.2
Cc1ccc(S(=O)(=O)N(Cc2ccco2)Cc2nccn2Cc2ccc(Cl)cc2Cl)cc1,-1.1,-4.5,1.0
Cc1ccc2nc(Cn3cnc4c(Cl)cc(Cl)cc4c3=O)cc(=O)n2c1,-3.8,.,60.6*
Cc1cc(NC(=O)Cn2nnc(-c3ccccc3)n2)n(-c2ccccc2)n1,-0.9,.,19.3
CCNC(=S)Nc1ccc2c(c1)c(=O)n(C)n2CC=C(C)C,-11.3,-6.9,14.2
CCc1ccccc1OCCN(C)C(=O)c1ccc2nccn2c1,-2.8,.,3.8
COc1cccc(N=Nc2c(C)[nH]n(-c3ccc([N+](=O)[O-])cc3)c2=O)c1,1.0,.,-1.8
Cc1cc(C)n(C(C)CNC(=O)c2ccc(NC(=O)C3CCC3)cc2)n1 (stereo unspecified),-4.4,.,1.7
COc1ccc(Cl)cc1NC(=O)N1CCC2(CC1)NCCNC2=O,-3.1,-16.7,6.4
CC(C)c1nc(CCN2CCCCCC2=O)n(-c2ccccc2F)n1,-3.4,.,16.6
COc1cccc(C2CCCCN2S(=O)(=O)c2cn(C)cn2)c1 (stereo unspecified),-2.6,-17.1,1.6
CC1CCCCN1C(=O)CCn1ccnn1 (stereo unspecified),-9.2,.,20.3
CC(=O)N1c2ccccc2C(C)(C)C2CCC(C)CC21 (stereo unspecified),-8.0,.,-1.8
Cn1nc(-c2nc3c4c5c(sc4[nH]c(=O)n3n2)CCC5)c2ccccc2c1=O,-2.1,.,3.9
CN1CC2(CCCN(C(=O)c3ccc(N(C)C)c4ccccc34)CC2)OC1=O (stereo unspecified),-3.9,-9.1,4.1
CC1C(=O)N(c2ccc3c(c2)CCC3)CCN1C(=O)c1ccc(Cl)cc1Cl (stereo unspecified),-0.6,-3.3,4.1
O=C(CSc1ccc2nnc(-c3ccccn3)n2n1)OCc1ccccc1,-1.6,-1.6,1.1
O=C(O/N=C1/CCOc2ccccc21)c1ccc(Cl)c(Cl)c1,-8.2,.,10.3
